# IEC-6 cytotox = cytotoxicity in IEC-6 intestinal epithelial cells, primary screen, cytotoxicity control for KLF5 inhibitor project, cell-based, luminescence. IEC-6 cytotoxicity, luminescence viability. inhibition, % at 5 µM. 290,000 tested, 0.78% active; in the data active = inhibition above about 22%;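 also: 0% = plate median of test compound wells and 100% = cytotoxic reference compound wells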
# HSF1 inh = HSF1 inhibitors in luciferase reporter cells, primary screen, cell-based, NIH3T3, luminescence; NIH3T3-HGL HSE-luciferase, MG132-induced, luminescence 8 h; hits give low values; activity change, negative = inhibition, % at 7.5 µM (by protocol); 300,000 tested, 0.77% active; AID 2098, 2009;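 active = more than half of replicate wells show activity change below -50%, luminescence cut by over half; inconclusive = some wells, but at most half, below -50%; inactive = no replicate well below -50%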;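 also: luciferase reports HSF-1 transcriptional activity via heat shock element; 0% = median of DMSO wells and -100% = zero luminescence signal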
# KLF5 inhibitor = KLF5 expression inhibitors, primary screen, DLD-1 cells, luminescence; inhibition, % at 5 µM; DLD-1 KLF5 promoter-luciferase reporter; 290,000 tested, 0.23% active;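 active = inhibition above a per-plate limit of that plate's mean compound inhibition plus 3 SD, cut at about 60% in these data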;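 also: 0% = DMSO wells and 100% = LY294002 at 200 µM; higher means less KLF5 promoter-driven luciferase light; inactives centre near -14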
# HIF act = HIF pathway transcriptional activators, primary screen, cell-based, U2OS HRE-luciferase, luminescence | U2OS HRE-luciferase reporter; normalized: DMSO 0%, desferrioxamine 100% | activation, % at 7.5 µM (by protocol) | 300,000 tested, 0.32% active | AID 1910, 2009;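 active = mean activation of at least 10% of the iron chelator positive control signal, with at least half of replicates also reaching 10%; inconclusive = mean and replicate majority disagree about reaching 10%; inactive = mean and most replicates under 10%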
# AI-2 QS mod = Vibrio harveyi AI-2 quorum sensing modulators, primary screen, JMH597 strain, luminescence/OD600 ratio; Vibrio harveyi JMH597 AI-2 luminescence/OD600 ratio, 9 h; hits give low values; strain lacks LuxN and CqsS sensors; 0 = neutral-control median; activity change, % at 7.5 µM; 300,000 tested, 0.4% active; AID 2094, 2009; in the data active = activity change below about -75%, passing the limit was not always enough; inconclusive = no clear call, values can overlap the other calls;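 also: luminescence divided by OD600 gain over 9 h not by final OD600 alone; inactives centre near 13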
# HSP90 refold inh = HSP90 inhibitors, primary screen, cell lysate, luminescence. 290,000 tested, 0.91% active. Heat shock protein HSP 90 (rabbit reticulocyte lysate; luciferase refolding). inhibition, % at 5.6 µM. Rabbit reticulocyte lysate, luciferase refolding luminescence, 3 h;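 active = inhibition above the screen-wide mean plus 3 SD, computed separately per campaign, cut at about 16% in these data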;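 also: 0% = DMSO wells and 100% = 60 µM geldanamycin wells; inhibitors lower the luminescence because luciferase stays unfolded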
# aSyn UTR inh = MLPCN primary screen, SNCA 5' untranslated region; inhibition, % (tested at 7.5 µM); alpha-synuclein 5'UTR reporter, inhibitor activity; 300,000 tested, 0.82% active; in the data active = inhibition above about 60%; inconclusive = no clear call, values can overlap the other calls;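 also: H4 neuroglioblastoma cells stably carrying SNCA 5'UTR luciferase fusion; 0% = DMSO wells and 100% = positive control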
# HSF-1 act = HSF-1 activators, primary screen, NIH3T3-HGL cells, MG132 stress, luminescence, single point. NIH3T3-HGL HSF-1 luciferase reporter, 8 h; 100% = twice DMSO control signal. activation, % at 9 µM. 300,000 tested, 1.7% active. AID 504408, 2011;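 active = mean replicate activation of at least 50% with a set share of replicates each reaching 50%; inconclusive = only one of those two conditions met; inactive = mean below 50% and too few replicates reaching it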;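 also: 0% = median of the neutral control wells and 100% = twice that signal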
# GSK3B inh = human GSK3beta kinase inhibitors, primary screen, biochemical, cell-free homogeneous, HTS; activity score (negative = inhibition), % at 10 µM; 300,000 tested, 0.038% active; AID 2097, 2009; GST-GSK3beta kinase, ADP-Glo luminescence, 60 min; hits give low values; Glycogen synthase kinase-3 beta (Homo sapiens), P49841;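 active = more than half of replicate wells score below -50%, meaning over 50% inhibition versus plate controls; inconclusive = some replicates but at most half score below -50%; inactive = no replicate scores below -50%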;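 also: 0% = median DMSO wells and -100% = median GW8510 positive control wells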
# Target sequence (P49841 whole entry, looked up): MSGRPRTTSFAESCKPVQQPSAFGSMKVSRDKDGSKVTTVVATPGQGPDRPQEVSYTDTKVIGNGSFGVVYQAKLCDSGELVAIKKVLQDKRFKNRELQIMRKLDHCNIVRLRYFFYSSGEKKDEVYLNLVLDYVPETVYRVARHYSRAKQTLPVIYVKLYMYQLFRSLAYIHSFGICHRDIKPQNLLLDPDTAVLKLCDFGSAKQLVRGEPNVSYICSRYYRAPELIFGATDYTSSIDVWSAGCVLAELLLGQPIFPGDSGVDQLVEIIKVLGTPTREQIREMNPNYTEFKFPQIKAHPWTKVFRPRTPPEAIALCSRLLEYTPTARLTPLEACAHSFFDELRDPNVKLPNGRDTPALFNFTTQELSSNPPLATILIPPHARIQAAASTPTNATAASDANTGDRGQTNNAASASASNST
#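 Test system: GST-fused GSK3beta enzyme, cell-free | Quantity: 1.6 ng GST-GSK3beta enzyme per well | Reagent: 25 µM ATP with peptide substrate | Schedule: 60 min enzyme reaction, room temperature | Signal: Luminescent ADP-Glo measurement of ADP formed | Read-out basis: Score relative to plate controls | Control set: DMSO and 20 µM GW8510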
# GSK3A inh = blockers of GSK3A enzyme activity – biochemical, luminescence, cell-free homogeneous, HTS, primary screen. GSK-3 alpha kinase, ADP-Glo luminescence, 60 min. 320,000 tested, 0.1% active. Glycogen synthase kinase-3 alpha (Homo sapiens), P49840. inhibition, % at 10 µM;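 in the data active = inhibition above about 50%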;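 also: GST-tagged GSK-3 alpha with peptide substrate and 25 µM ATP; 0% = DMSO neutral wells and 100% = GW8510 positive control wells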
# Target sequence (P49840 whole entry, looked up): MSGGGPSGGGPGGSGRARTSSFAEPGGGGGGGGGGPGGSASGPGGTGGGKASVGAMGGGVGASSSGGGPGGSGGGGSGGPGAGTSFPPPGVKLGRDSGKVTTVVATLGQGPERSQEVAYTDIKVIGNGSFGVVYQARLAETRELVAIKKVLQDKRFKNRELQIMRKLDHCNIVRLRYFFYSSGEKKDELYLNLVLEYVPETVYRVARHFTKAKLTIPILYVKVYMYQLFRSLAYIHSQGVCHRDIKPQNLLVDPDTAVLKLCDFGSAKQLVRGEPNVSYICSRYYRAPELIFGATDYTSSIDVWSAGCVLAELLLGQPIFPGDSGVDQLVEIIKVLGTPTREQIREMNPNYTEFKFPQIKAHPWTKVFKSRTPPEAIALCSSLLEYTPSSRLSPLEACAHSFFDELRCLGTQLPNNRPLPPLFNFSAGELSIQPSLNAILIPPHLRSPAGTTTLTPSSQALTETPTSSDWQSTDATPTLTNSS
# Active calls of the source: *; ? = inconclusive; · = no result given. Compounds were not picked by outcome; about 4.7% have a hit in one of these screens.
SMILES,IEC-6 cytotox,HSF1 inh,KLF5 inhibitor,HIF act,AI-2 QS mod,HSP90 refold inh,aSyn UTR inh,HSF-1 act,GSK3B inh,GSK3A inh
CSc1ncc(Cl)c(C(=O)Nc2c(C)cccc2C)n1,0,4,-30,-0.8,6,1,4,12,-2,3
O=C(OCc1nnc(-c2ccccc2)o1)c1cccc(-n2cnnn2)c1,·,-1,·,0.6,·,·,-7,-3,·,2
O=C(NCc1ccccc1)c1cc(-c2ccncc2)nc2ccccc12,6,2,-38,0.0,1,0,-3,25,0,-4
CN1C2CCC1/C(=C/c1cccn1C)C(=O)/C2=C\c1cccn1C,-3,-1,-11,-0.2,5,1,14,21,-1,2
CCn1c(SCC(=O)N2CCCC(C)C2)nc2c1c(=O)n(C)c(=O)n2C (centres undefined),7,-4,-8,-8.1,10,4,22,-2,3,0
COC(=O)Cc1ccc2c3ccccc3n(C)c2c1,-1,15,-21,1.2,23,6,2,28,-1,-5
Cc1onc(-c2ccccc2Cl)c1C(=O)Nc1nnc(Cc2ccc(Cl)cc2)s1,-6,5,7,-0.2,35,0,10,3,0,1
Cc1cccc2c1-c1sc(C(=O)NCCCN3CCCC(C)C3)cc1CO2 (centres undefined),6,6,-6,0.8,5,0,69*,-16,-1,2
O=C1CSC(c2ccccc2[N+](=O)[O-])N1c1cccc(F)c1 (centres undefined),12,-5,-17,-0.4,24,5,13,-9,1,-2
O=C(CCN1CCCCC1)Nn1c(=S)[nH]c2ccccc2c1=O,1,-4,-9,0.1,15,4,6,-4,3,-4
COc1ccc2cc(/C=C/C(=O)c3ccco3)c(Cl)nc2c1,1,28,-45,4.8,10,2,-78,25,-1,2
COc1ccccc1C(=O)NCCC(=O)N1CCCC(C(F)(F)F)C1 (centres undefined),-2,0,-34,0.1,18,4,2,-9,0,0
C#CCNC(=O)C1=C[C@@H](C2CCCCC2)C[C@@H](OCCCCO)O1,-2,9,-12,-0.3,20,-4,-11,0,-2,0
Cc1cnc(NS(=O)(=O)c2ccccc2)c(C)n1,-9,-4,-17,0.6,25,0,-3,4,4,-3
CCOc1ccc(NC(=O)CCC(=O)N2CCSc3ccccc32)cc1,3,1,-6,-0.1,4,2,17,-1,-4,-3
Cc1cccc(C)c1NC(=S)N1CCOCC1,0,1,-1,0.2,12,2,-17,-13,2,-3
N#C/C(C(=O)Oc1ccccc1)=C1\C=Cc2ccccc2N1,-2,6,-33,-49,9,-5,-40,6,0,-1
Cc1ccc(NC(=O)C2C3C=CC4(O3)C2C(=O)N(CCCN2CCOCC2)C4C(=O)NC2CCCCC2)cc1Cl (centres undefined),-1,-4,-20,0.0,·,-1,5,-22,·,-3
CC(=O)Oc1ccc(OC(C)=O)c(S(=O)(=O)c2ccc(C)c(C)c2)c1,-7,4,-28,-0.4,21,-2,4,-1,0,-2
CN1CCN(S(=O)(=O)c2cccc(C(=O)NCCOc3ccccc3F)c2)CC1,3,-3,-20,0.3,15,2,-6,-5,-3,1
C/C(=N\OC(=O)c1ccc(OC(C)C)cc1)c1ccc(C)c(C)c1,-5,0,-26,1.4,18,-1,-59,14,0,-4
O=C(NCC1CCCO1)c1ccc2c(c1)C(=O)N(C1CCCCC1)C2=O (centres undefined),7,2,-8,-0.1,33,3,-17,1,-2,-1
CCSc1nnc(NC(=O)c2nc(-c3ccccc3)n(-c3ccccc3)n2)s1,2,4,-6,-2.1,41,1,-27,-1,0,-1
Cc1c(C(=O)N2CCCCCC2)c(S(=O)(=O)NCc2ccccc2Cl)c(C)n1C,2,0,-14,-0.4,14,-4,30,6,3,0
CS(=O)(=O)Nc1ccc(S(=O)(=O)N2CCCCCC2)cc1,-2,-11,5,-0.1,19,-3,22,-6,1,-2
COc1ccc(C(=O)c2c[nH]c(C(=O)NCc3ccco3)c2)cc1,2,8,-33,0.3,24,3,-33,-2,-1,-2
CC(C)(C)NCc1cccn1-c1sc2c(c1C#N)CCCC2,-1,4,-7,0.0,21,3,-27,12,2,-2
N#Cc1cccc(NC(=O)CSc2ccccc2)c1,3,-1,-55,0.7,-16,-2,-25,26,1,0
Cn1c(=O)c2[nH]c(SCC(=O)c3ccc(F)cc3)nc2n(C)c1=O,0,15,-15,0.7,9,3,5,13,-1,-1
COc1ccc(CN2CCOCCOCCN(Cc3ccc(OC)cc3)CCOCCOCC2)cc1,4,-10,4,-0.1,9,3,22,6,-2,0
CC(OC(=O)C1CCN(S(=O)(=O)c2ccccc2)CC1)C(=O)Nc1ncc(Cl)cc1Cl (centres undefined),-7,-4,-23,-0.7,40,-2,7,14,3,-1
O=C(NCCc1ccccc1)c1cccc(S(=O)(=O)N2CCCCC2)c1,2,9,-31,0.4,11,0,-12,6,-2,-3
CCc1ccc(Nc2n[n+](-c3ccccc3)c(-c3ccc(C(=O)O)cc3)s2)cc1,-4,-5,21,-0.4,3,-4,-6,-10,2,-2
CC(C)CNC(=O)CN1C(=O)NC2(CCc3ccccc32)C1=O (centres undefined),0,-9,-15,-1.0,4,3,5,3,3,-2
CC(=O)Nc1nc2ccccc2n1Cc1ccc(C)cc1,13,5,-14,-0.9,-4,-2,48,20,0,-4
O=C(O)CC/C(=C\c1ccc(Cl)c([N+](=O)[O-])c1)c1nc2ccccc2s1,-7,-20,-7,2.8,29,-4,17,-21,6,·
Cc1cccc(C2CC3(CC(C)(C)NC(=S)N3)Oc3cc(O)ccc32)c1 (centres undefined),5,2,2,-0.2,5,4,32,10,3,-1
N#C/C(=C/c1ccc(N2CCOCC2)o1)c1ccc(Br)cc1,-1,80,10,2.7,8,3,-284,94*,-4,·
O=C(Nc1cccc(NC(=O)C2CC2)n1)C1CC1,-1,3,-17,-0.1,15,4,24,-19,2,-2
CC(=O)Nc1ccc(S(=O)(=O)NCCC(=O)N2CCc3ccccc32)cc1,-5,1,-8,-1.2,27,-2,20,21,0,1
COc1ccc(Cl)cc1NC(=O)CSc1nc(NS(=O)(=O)c2ccc(C)cc2)cc(=O)[nH]1,2,-1,-12,-0.4,17,0,-3,-1,-1,0
Cn1cc(CNCC2CCCO2)c(-c2ccc(Oc3ccccc3)cc2)n1 (centres undefined),-2,·,2,-0.2,18,4,25,·,2,-1
COc1cc(C2Nc3ccc4ncccc4c3C3=C2C(=O)CC(C)(C)C3)cc(OC)c1O (centres undefined),4,-6,-28,1.1,3,2,-43,8,-3,-3
O=C(COC(=O)c1ccccn1)Nc1cccc(Cl)c1,-3,3,-13,-0.7,?,-5,16,-5,5,2
Oc1ccc(Br)cc1/C=N/N1CCN(Cc2ccccc2)CC1,-2,4,-33,0.9,7,-2,-56,-1,-1,-1
CCOC(=O)c1cnc(SSc2ncc(C(=O)OCC)c(N)n2)nc1N,5,4,-24,0.4,18,-1,-9,7,-3,-2
ClCCCc1cn(C[C@H]2CC[C@@H]([C@@H]3CC[C@H](Cn4cc(CCCCl)nn4)O3)O2)nn1,0,-1,-29,-0.2,-1,4,3,-15,-9,0
Cc1ccc2c(CC(=O)N3CCN(c4ccccc4)CC3)coc2c1,-1,11,12,0.4,20,-1,-7,26,2,0
O/N=C\c1cnc(N2CCN(c3ccccc3)CC2)s1,-8,-5,-88,1.7,34,-3,-75,-21,0,4
Cc1ccccc1-n1c(-c2csc(C)c2C)n[nH]c1=S,3,-9,13,2.6,-10,1,-19,-12,1,-4
Cn1c(=O)c2c(nc(CN3CCN(c4ccccc4)CC3)n2CCN2CCOCC2)n(C)c1=O,·,6,·,-0.7,25,·,4,4,-3,-1
N/C(=N/OS(=O)(=O)c1ccc([N+](=O)[O-])cc1)c1ccncc1,4,2,-3,-0.5,23,3,-3,6,-3,-1
O=c1cc(N2CCc3ccccc3C2)[nH]c(=O)n1-c1ccc(Cl)cc1,0,-6,-18,0.3,21,1,20,7,1,0

# 12 of the compounds above, as tab-separated lines.
compound	IEC-6 cytotox	HSF1 inh	KLF5 inhibitor	HIF act	AI-2 QS mod	HSP90 refold inh	aSyn UTR inh	HSF-1 act	GSK3B inh	GSK3A inh
O=C(Nc1cccc(NC(=O)C2CC2)n1)C1CC1	-1	3	-17	-0.1	15	4	24	-19	2	-2
CC(=O)Nc1ccc(S(=O)(=O)NCCC(=O)N2CCc3ccccc32)cc1	-5	1	-8	-1.2	27	-2	20	21	0	1
COc1ccc(Cl)cc1NC(=O)CSc1nc(NS(=O)(=O)c2ccc(C)cc2)cc(=O)[nH]1	2	-1	-12	-0.4	17	0	-3	-1	-1	0
Cn1cc(CNCC2CCCO2)c(-c2ccc(Oc3ccccc3)cc2)n1 (centres undefined)	-2	·	2	-0.2	18	4	25	·	2	-1
COc1cc(C2Nc3ccc4ncccc4c3C3=C2C(=O)CC(C)(C)C3)cc(OC)c1O (centres undefined)	4	-6	-28	1.1	3	2	-43	8	-3	-3
O=C(COC(=O)c1ccccn1)Nc1cccc(Cl)c1	-3	3	-13	-0.7	?	-5	16	-5	5	2
Oc1ccc(Br)cc1/C=N/N1CCN(Cc2ccccc2)CC1	-2	4	-33	0.9	7	-2	-56	-1	-1	-1
CCOC(=O)c1cnc(SSc2ncc(C(=O)OCC)c(N)n2)nc1N	5	4	-24	0.4	18	-1	-9	7	-3	-2
ClCCCc1cn(C[C@H]2CC[C@@H]([C@@H]3CC[C@H](Cn4cc(CCCCl)nn4)O3)O2)nn1	0	-1	-29	-0.2	-1	4	3	-15	-9	0
Cc1ccc2c(CC(=O)N3CCN(c4ccccc4)CC3)coc2c1	-1	11	12	0.4	20	-1	-7	26	2	0
O/N=C\c1cnc(N2CCN(c3ccccc3)CC2)s1	-8	-5	-88	1.7	34	-3	-75	-21	0	4
Cc1ccccc1-n1c(-c2csc(C)c2C)n[nH]c1=S	3	-9	13	2.6	-10	1	-19	-12	1	-4

# High-throughput results: PubChem BioAssay, several laboratories
